Source: PubChem BioAssay
AMA1-RON2 inh: inhibitors of Plasmodium falciparum AMA1-RON2 interaction; AlphaScreen AMA1-biotinylated RON2 peptide binding; AID 720542; Potency, µM (doses to about 58.2 µM), without a hit: at the top dose activity change, negative = inhibition, usual class: inhibitors; 360,000 compounds, 0.2% hits;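 further: potency means the concentration at half of the fitted maximal effect; 0% = vehicle wells and -100% = peptide control; nearly all actives have a fitted effect of over 45% in size; some results filed as inactive show a strong effect at the top dose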
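AMA1 (3D7) with his tag at 25 nM final met compounds first, then biotinylated RON2 peptide at 25 nM; detection used donor plus acceptor beads, 10 µg/mL apiece, read by AlphaScreen after 30 min at room temperature.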
AmpC detergent: blocks E. coli AmpC beta-lactamase in detergent assay | P00811 | AmpC hydrolysis of nitrocefin, absorbance 480 nm, 0.01% Triton | Potency, µM (titrated, usually from 114 µM), inactives show at the highest dose activity change, negative = inhibition, hits mostly inhibitors | 370,000 compounds, 0.041% hits | AID 485294;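 further: potency means the concentration at half of the fitted maximal effect; 0% = no-compound wells and -100% = no-enzyme wells; nearly all actives have a fitted effect of over 25% in size; some results filed as inactive show a strong effect at the top dose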
Target sequence (P00811 whole entry, looked up): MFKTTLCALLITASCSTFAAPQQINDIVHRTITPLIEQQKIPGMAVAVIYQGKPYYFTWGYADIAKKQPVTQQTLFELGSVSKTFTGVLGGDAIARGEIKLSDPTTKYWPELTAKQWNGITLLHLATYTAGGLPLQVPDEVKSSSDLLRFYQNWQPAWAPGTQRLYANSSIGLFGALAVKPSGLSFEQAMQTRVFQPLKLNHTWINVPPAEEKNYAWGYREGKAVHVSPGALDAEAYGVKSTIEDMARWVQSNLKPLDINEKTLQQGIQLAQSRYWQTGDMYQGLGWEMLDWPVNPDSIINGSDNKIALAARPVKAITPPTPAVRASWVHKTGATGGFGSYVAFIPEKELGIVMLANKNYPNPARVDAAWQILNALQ
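20 mM phosphate pH 7.0 + 0.01% (detergent screen) or 0.0001% Triton X-100; 5.3 nM AmpC reagent; cpd preinc 15 min RT; nitrocefin (800 uM stock) to start; A480 q20 s × 4 min; Activity was normalised to no-enzyme and no-compound control wells.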
HCMV inh: blocks human cytomegalovirus replication; HFF cells, HCMV-luciferase reporter, 72 h; hits give low values; activity change, negative = inhibition, % at 57.5 µM; 410,000 compounds, 4.5% hits; in the data active means activity change below about -60%; inconclusive means no clear call, values can overlap the other calls; inactive means above about -39%
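Two compound doses tested in HFFs infected with HCMV-luciferase, MOI 1 PFU/cell, 72 h at 37C. Lysate luminescence read with OneGlo; data normalized against buffer-only and 10uM Salinomycin inhibitor controls.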
AmpC inh no detg: AmpC beta-lactamase inhibition without detergent | AID 485341 | Potency, µM (series often up to 57.1 µM), inactives show at the highest dose activity change, negative = inhibition, usual class: inhibitors | AmpC nitrocefin hydrolysis, absorbance 480 nm, 0.0001% Triton | P00811 | 330,000 compounds, 0.52% hits;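 further: potency means the concentration at half of the fitted maximal effect; plate controls were no compound for no effect and no enzyme for full effect; nearly all actives have a fitted effect of over 20% in size; some results filed as inactive show a strong effect at the top dose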
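20 mM phosphate pH 7.0 + 0.01% (detergent screen) or 0.0001% Triton X-100; 5.3 nM AmpC reagent; cpd preinc 15 min RT; nitrocefin (800 uM stock) to start; A480 q20 s × 4 min; Activity was normalised to no-enzyme and no-compound control wells.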
Sm TGR inh: S. mansoni TGR enzyme inhibition. Q962Y6. purified TGR, DTNB reduction, TNB absorbance 405 nm. Potency, µM (titrated, usually from 114 µM), inactives show at the highest dose activity change, negative = inhibition, actives largely listed as inhibitors. 360,000 compounds, 3% hits. AID 485364; further: potency means the concentration at half of the fitted maximal effect; nearly all actives have a fitted effect of over 60% in size
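First, TGR (20 nM dispensed) and NADPH were mixed with compound. Second, a 15 min room-temperature incubation followed. Third, further NADPH and then DTNB were added to start the reaction. Finally, TNB absorbance was monitored kinetically.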
FBPA Giardia inh: inhibitors of Giardia lamblia fructose-1,6-bisphosphate aldolase; 290,000 compounds, 0.71% hits; Potency, µM (doses to about 59.6 µM), without a hit: at the highest dose activity, negative = inhibition, usual class: inhibitors; AID 2451; purified Giardia FBPA; further: potency means the concentration at half of the fitted maximal effect; nearly all actives have a fitted effect of over 55% in size
Target sequence (A8B2U2 whole entry, looked up): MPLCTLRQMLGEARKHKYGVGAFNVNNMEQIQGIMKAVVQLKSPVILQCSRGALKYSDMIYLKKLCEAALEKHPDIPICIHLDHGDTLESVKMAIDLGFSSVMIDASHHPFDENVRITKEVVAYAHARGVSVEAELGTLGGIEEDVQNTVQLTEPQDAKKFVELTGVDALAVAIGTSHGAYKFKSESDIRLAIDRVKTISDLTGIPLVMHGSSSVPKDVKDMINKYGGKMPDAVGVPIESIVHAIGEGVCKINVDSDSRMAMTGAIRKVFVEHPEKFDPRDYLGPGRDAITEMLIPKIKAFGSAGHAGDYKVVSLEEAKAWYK
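40 nM FBPA preincubated 10 min at RT with compound (up to 57.5 uM final), then substrate plus GAPDH/TPI/NAD/arsenate coupling and diaphorase/resazurin added. Fluorescence read after 20 min at RT, 525/598 nm.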
The depositor's hits bear a star; ? = inconclusive; . = no result given; [ ] = another dose, or the depositor's remark. Unless noted, the call rests on the fitted dose curve; in most records, active means well fitted curve in the direction sought with a large enough effect; inconclusive means small, poorly fitted or top-dose-only effect, or another doubt; inactive means no such curve, though single readings can be large; an effect the other way counts as inactive or inconclusive. Unless noted, on the % scale 0 is the no-effect control and ±100 the full control effect.

SMILES	AMA1-RON2 inh	AmpC detergent	HCMV inh	AmpC inh no detg	Sm TGR inh	FBPA Giardia inh
Cc1cccc(-c2nsc(SCC(=O)NCC3CCCO3)n2)c1 (stereo unspecified)	2%	1%	-8	50%	1%	7%
c1ccc(Cn2cc(CSc3ccccc3)nn2)cc1	2%	3%	48	-38%	-14%	2%
CC1=C(C(=O)NCc2cccc(F)c2)C2(CCCCC2)OC1=O	.	-7%	-7	.	-14%	.
COc1ccc(Cn2cc(C(=O)c3ccc(F)cc3)c(=O)c3cc4c(cc32)OCCO4)cc1	.	-2%	-19	.	-13%	.
COc1cccc2c1OC[C@@H](CO)[C@H]2N(C)C(=O)Nc1ccc(Cl)cc1	-3%	-5%	-22	17%	0%	8%
O=C(CN1C(=O)/C(=C/c2ccccc2)Sc2ccccc21)NCCCN1CCOCC1	-13%	-6%	-62*	128%[activator]	-17%	3%
COc1cc(CN2CC(=O)N(c3cc(Cl)ccc3C)C2=S)cc(OC)c1OC	-4%	-13%	-31	72%[activator]	-2%	-9%
Cc1sc2ncnc(N3CCC(C(=O)Nc4ccc(Cl)c(Cl)c4)CC3)c2c1C	25%	8%	0	-33%	-3%	.
CC(C)CC(NC(=O)C1CCC(C)CC1)C(=O)Nc1ccccn1 (stereo unspecified)	5%	-14%	78	-5%	0%	3%
COc1ccccc1NC(CC(=O)c1ccccc1)C(=O)OCC(=O)c1ccc(F)cc1 (stereo unspecified)	-17%	-6%	68	-21%	20µM*	-5%
CC(=O)NC1=NN(C(C)=O)C(C)(c2cccnc2)S1 (stereo unspecified)	3%	2%	-29	-11%	3%	-8%
CCC(=O)Nc1cc(C(=O)OCC(=O)c2ccc(Cl)cc2Cl)ccc1C	2%	-1%	5	-1%	10%	.

Profiles as entered above. Order of values: AMA1-RON2 inh	AmpC detergent	HCMV inh	AmpC inh no detg	Sm TGR inh	FBPA Giardia inh
Results for CCC(=O)Nc1cc(C(=O)OCC(=O)c2ccc(Cl)cc2Cl)ccc1C = 2%	-1%	5	-1%	10%	.
Results for COc1ccccc1NC(CC(=O)c1ccccc1)C(=O)OCC(=O)c1ccc(F)cc1 (stereo unspecified) = -17%	-6%	68	-21%	20µM*	-5%
Results for COc1ccc(Cn2cc(C(=O)c3ccc(F)cc3)c(=O)c3cc4c(cc32)OCCO4)cc1 = .	-2%	-19	.	-13%	.
Results for O=C(CN1C(=O)/C(=C/c2ccccc2)Sc2ccccc21)NCCCN1CCOCC1 = -13%	-6%	-62*	128%[activator]	-17%	3%
Results for c1ccc(Cn2cc(CSc3ccccc3)nn2)cc1 = 2%	3%	48	-38%	-14%	2%

(list continues)
SMILES	AMA1-RON2 inh	AmpC detergent	HCMV inh	AmpC inh no detg	Sm TGR inh	FBPA Giardia inh
COc1ccccc1CCNC(=O)C(=O)NCC(c1ccco1)S(=O)(=O)c1ccc(C)cc1 (stereo unspecified)	.	0%	3	.	14µM*	.
Cc1ccc(NS(=O)(=O)c2ccc(CCC(=O)NC3CC3)cc2)cc1	1%	0%	-26	-11%	-10%	3%
Cc1nonc1CN(C)C(=O)c1ccc(OC2CCN(C(=O)c3cccnc3)CC2)cc1	-4%	-3%	35	17%	0%	9%
CCOCCOC(=O)c1[nH]c2c(c1C)C(=O)CC(c1cc(OC)c(OC)c(OC)c1)C2 (stereo unspecified)	12%	-16%	-62*	76%[activator]	2%	1%
CCCn1c2ccccc2c2cnn(CC(=O)N3CCC(C(=O)OCC)CC3)c(=O)c21	.	6%	-23	.	-1%	.
CC(C)Cn1c(CN(Cc2ccccc2)Cc2ccccc2)nc2c1c(=O)n(C)c(=O)n2C	-8%	?	-22	3.5µM*	5%	12%
COc1ccc(S(=O)(=O)N2CCN(C(=O)C3CC3)CC2)cc1	5%	?	-4	1%	-6%	-3%
O=C(NC1C2CC3CC(C2)CC1C3)c1ccc(N2CCNCC2)c([N+](=O)[O-])c1 (stereo unspecified)	7%	8%	6	-12%	22%	7%
O=C(Nc1nnc(SCC(=O)N2CCCc3ccccc32)s1)c1ccccc1	3%[2.32 µM]	-10%	35	-22%	-16%	11%
O=C(CCCn1c(=O)[nH]c2cc(Cl)ccc2c1=O)NC1CCCCCC1	-2%	-17%	42	-27%	7%	6%
COc1ccc(CCN(C)Cc2nc(-c3cnccn3)no2)cc1OC	-12%	-2%	9	4%	-19%	4%
COc1cc(/C=C2\N=C(c3ccccc3)OC2=O)ccc1OCc1c(C)no[n+]1[O-]	0%	-2%	-1	-5%	-4%	-2%
COc1ccc(C(=O)COC(=O)c2ccc(NC(C)=O)cc2)cc1[N+](=O)[O-]	-1%	-1%	25	-18%	2%	-3%
CCCC(=O)NC(Nc1c(C)n(C)n(-c2ccccc2)c1=O)C(Cl)(Cl)Cl (stereo unspecified)	-3%	-4%	-36	1%	.	6%
CC(=O)c1cc(C#N)c(SCc2ccccn2)nc1C	12%	-6%	43	-21%	10%	-1%
CCc1cccc2c(SCC(=O)NCC3CCCO3)nc(-c3ccc(F)cc3)nc12 (stereo unspecified)	3%	0%	33	-18%	3%	-2%
O=C(c1cc(COc2ccc(F)cc2F)on1)N1CCN(C(=O)c2ccco2)CC1	7%	-2%	-38	70%[activator]	25µM*	.
Cc1nnc(NC(=O)c2nc(SC(C)C)ncc2Cl)s1	.	15%	-1	.	4%	.
O=C(Nc1nc2c(Cl)cccc2s1)c1ccc(S(=O)(=O)N2CCc3ccccc32)cc1	.	-1%	-29	.	7%	.
O=C(Nc1nnc(-c2cccs2)o1)c1cc(-c2ccccc2)nc2ccccc12	122%[activator]	?	22	-21%	-3%	?
CC1Cc2nc(SCC(=O)N3CCc4ccccc43)n(C)c(=O)c2S1 (stereo unspecified)	-8%	2%	-5	-19%	3%	-1%
O=C(CSc1nc(C2CCCCC2)nc2ccccc12)NCc1ccc2c(c1)OCO2	-1%	-5%	?	-21%	-3%	2%
Cc1cc(C)c(OCC(=O)N(Cc2ccc(N(C)C)cc2)C2CCS(=O)(=O)C2)c(C)c1 (stereo unspecified)	-15%	-7%	-24	97%[activator]	-9%	3%
C=CCn1c(SCC(=O)NC(=O)NC)nnc1C1CCCCC1	15%	-5%	?	-10%	-7%	1%
O=C(Nc1cnc2ccccc2c1)c1cccnc1	15%	?	140	-11%	-7%	0%
O=C(Cc1ccc(F)cc1)Oc1ccc(C(=S)N2CCCC2)cc1	-2%	-10%	-11	-27%	-9%	-6%
CC(C(=O)O/N=C(\N)c1ccccn1)c1ccc([N+](=O)[O-])cc1 (stereo unspecified)	60%[activator]	1%	-20	10%	2%	10%
COc1ccc(NC(=O)Nc2ccc3c(c2)C(=O)N([C@@H](C)CO)C[C@@H](C)[C@@H](CN(C)S(=O)(=O)c2cccs2)O3)cc1	-14%	.	10	56%	.	.
COc1ccc(C(CCNC(C)c2ccccc2)C(C)C)cc1 (stereo unspecified)	-3%	-7%	?	-12%	-9%	2%
Cc1ccccc1C(=O)Nc1sc2c(c1C(=O)N1CCC(C)CC1)CCC(C)C2 (stereo unspecified)	.	6%	-1	.	0%	.
O=C(O)c1cc(S(=O)(=O)N(Cc2ccccc2)c2cccc(C(F)(F)F)c2)ccc1Cl	1%	-2%	-29	-26%	-4%	25%
CN(CCc1ccccn1)C(=S)Nc1ccc(Cl)cc1Cl	-3%	?	?	2%	7%	-4%
Nc1nnnn1NCc1cccc(OCc2ccccc2)c1	-12%	-3%	8	-14%	-3%	-1%
Cc1sc2ccccc2c1CC1=NCCN1	6%	0%	-31	2%	8%	-6%
COc1ccc(-n2c(C)n[nH]c2=O)cc1OC	4%	?	16	-5%	5%	7%
COc1ccc(CC(=O)Nc2nc(-c3ccc(OC)c(OC)c3)cs2)cc1OC	?	-4%	-34	146%[activator]	10%	1%
N#C/C(=C\c1cn(Cc2ccc(F)cc2)c2ccccc12)C(=O)NCc1ccco1	4%	4%	46	-32%	-5%	-3%
CCC(=O)N1c2ccccc2CC1C(=O)NCCc1ccc(SC)cc1 (stereo unspecified)	.	17%	7	.	5%	.
CCCCC(O)(CCCC)C(=O)N/N=C(\C)c1ccc(Cl)cc1	64%[activator]	3%	-8	-47%	0%	3%
CC(=O)n1nc(-c2ccccc2)nc1NCc1ccc(N(C)C)cc1	8.9µM*	2%	72	21%	.	2%
Cc1cccc(NC(=O)COC(=O)c2ccc([N+](=O)[O-])o2)c1C	-16%	?	-32	-6%[11.4 µM]	?	-27%
C/C(=N\NC(=O)COc1ccc([N+](=O)[O-])cc1)C(C)(C)C	20%	-1%	-5	-10%	17%	3%
Cc1c(C(=O)NC2CCN(Cc3ccccc3)C2)oc2c(Cl)cccc12 (stereo unspecified)	-5%	-1%	-30	57%	-1%	0%
COc1ccccc1CNC(=O)CSc1nc(N)c(C#N)c(-c2cccs2)c1C#N	-4%	3%	?	-40%	-27%	-5%
Cc1cc(C)n2nc[n+](C)c2n1	2%	?	3	-14%	-17%	-8%
O=C(c1ccco1)N1CCN(c2ccc(F)cc2)CC1	3%	5%	-3	-15%	.	2%
CCCCCN1C(C)=CC(=C(C#N)C#N)C=C1C	-3%	5%	-20	-12%	4%	0%
Cn1nnnc1NC(=O)c1ccccc1Cl	-6%	1%	11	-3%	-1%	?
COc1cccc(N2C(=O)CC(N3CCC(C(N)=O)(N4CCCCC4)CC3)C2=O)c1 (stereo unspecified)	4%	3%	45	-28%	18µM*	1%
Cc1ccc(CN(Cc2ccco2)C(=O)COc2cc(C)c(Cl)c(C)c2)cc1	.	19%	2	.	8%	.
COC(=O)c1cc(C)nc2c1c(=O)nc(SCc1ccccc1C)n2C1CC1	.	-4%	2	.	5%	.
CCc1cc(CNC(=O)c2ccc3nc(Cc4ccc(OC)c(OC)c4)oc3c2)on1	0%	-9%	-15	88%[activator]	-1%	.
OCCN1CCN(Cc2cc(Br)cc(Br)c2O)CC1	43%[activator]	8%	-18	-1%	-27%	-21%
NC(=O)c1ccc(N2CCCCC2)c(N2C(=O)C3C4C=CC(C4)C3C2=O)c1 (stereo unspecified)	7%	-15%	-20	-11%	2%	6%
COC(=O)c1nn(-c2ccccc2)nc1-c1nn(-c2ccccc2)nc1C(=O)OC	-12%	-11%	22	0%	1%	-10%
COCn1c(=O)c2c(nc(SC3=NCCS3)n2Cc2ccccc2C)n(COC)c1=O	0%	-14%	-39	9%	-9%	-26%
CCN(C(=O)CSc1ncc(S(=O)(=O)c2ccc(C)c(Cl)c2)c(=O)[nH]1)c1cccc(C)c1	.	-4%	7	.	-4%	.
O=C(NN1C(=O)/C(=C/c2cccnc2)SC1=S)C(c1ccccc1)c1ccccc1	5%	-6%	-29	?	5%	7%
Cc1ccc2c(C)nc(NC3=NCN(Cc4ccccc4)CN3)nc2c1	.	5%	.	-30%	8%	5%
CCOC(=O)C1(Cc2ccccc2C(F)(F)F)CCN(C2CCC2)CC1	15%	7%	-1	23%	0%	2%
c1ccc(CSc2nnc(-c3ccco3)o2)cc1	20%	2%	5	-10%	-1%	2%
